Screening data as filed in PubChem BioAssay.
LYPLA1 inh: LYPLA1 (human) inhibition in PME1 counter-screen | inhibition, % at 5.9 µM | 320,000 tested, 0.16% active | recombinant LYPLA1, FP-Rh probe fluorescence polarization | AID 2174;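 active means inhibition above the mean of all tested compounds plus 3 SD, set per campaign, cut at about 14% in these data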;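 further: inhibitors block serine hydrolase probe labeling of LYPLA1 so polarization falls; 0% = enzyme with DMSO and 100% = wells lacking LYPLA1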
pPAFAH inh: pPAFAH (human) enzyme inhibition | recombinant pPAFAH, FP-rhodamine probe fluorescence polarization | inhibition, % at 3.39 µM | 330,000 tested, 1.5% active;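 active means inhibition above the mean inhibition across the screen plus 3 SD, cut at about 25% in these data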;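 further: inhibitors block binding of the rhodamine activity-based probe so polarization drops; 0% = enzyme with DMSO and 100% = wells lacking pPAFAH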
LYPLA2 counter: counter-screen for PME1 inhibitors: inhibitors of human LYPLA2; AID 2177; O95372; 320,000 tested, 0.38% active; inhibition, % at 5.9 µM; recombinant LYPLA2, FP-Rh probe fluorescence polarization;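 active means inhibition above the screen-wide mean plus 3 SD, limit set per campaign, cut at about 26% in these data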;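 further: 0% = LYPLA2 with DMSO and 100% = wells lacking LYPLA2 enzyme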
PAFAH1B3 FP inh: inhibitors of human PAFAH1B3; Q15102; recombinant PAFAH1B3, FP-rhodamine probe, fluorescence polarization; inhibition, % at 3.39 µM; 340,000 tested, 0.28% active; AID 492972;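 active means inhibition above the screen-wide average of all tested compounds plus 3 SD, cut at about 25% in these data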;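 further: 0% = enzyme with DMSO only and 100% = wells lacking PAFAH1B3 protein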
PME-1 primary: blocks human protein phosphatase methylesterase 1. AID 2130. recombinant PME-1, FP-Rh probe fluorescence polarization. Q9Y570. inhibition, % at 5.9 µM. 320,000 tested, 0.53% active;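 active means inhibition above the campaign mean of all compounds plus 3 SD, cut at about 26% in these data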;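 further: competitive labeling of PME-1 active site by serine hydrolase directed probe; 0% = PME-1 with DMSO and 100% = wells lacking PME-1 enzyme; inhibitors block probe labeling so polarization falls and inhibition rises; many of its hits are not listed in these tables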
Target sequence (Q9Y570 whole entry, looked up): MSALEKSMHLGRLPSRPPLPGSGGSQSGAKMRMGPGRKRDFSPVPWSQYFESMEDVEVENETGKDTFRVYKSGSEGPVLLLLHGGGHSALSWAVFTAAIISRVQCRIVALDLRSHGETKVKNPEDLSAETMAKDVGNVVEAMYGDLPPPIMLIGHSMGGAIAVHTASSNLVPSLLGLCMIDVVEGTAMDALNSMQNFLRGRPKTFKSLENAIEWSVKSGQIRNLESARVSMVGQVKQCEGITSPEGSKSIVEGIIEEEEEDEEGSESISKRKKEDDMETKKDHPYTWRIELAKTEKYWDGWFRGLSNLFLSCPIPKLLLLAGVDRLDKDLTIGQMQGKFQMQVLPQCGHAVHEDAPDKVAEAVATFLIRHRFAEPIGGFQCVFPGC
GSTO1 counter: blocks human GSTO1 in RBBP9 counter-screen | P78417 | recombinant GSTO1, activity-based probe fluorescence polarization | inhibition, % at 5.96 µM | 300,000 tested, 1.1% active | AID 1974;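 active means inhibition above the campaign mean inhibition plus 3 SD, cut at about 35% in these data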;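 further: 0% = GSTO1-1 with DMSO and 100% = wells lacking GSTO1-1 enzyme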
PAD4 inh: inhibitors of human PAD4 | Q9UM07 | recombinant PAD4, RCA probe fluorescence polarization | inhibition, % at 6.36 µM | 330,000 tested, 0.41% active;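 active means percent inhibition above a cutoff equal to the mean of all tested compounds plus 3 SD, cut at about 15% in these data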;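 further: 0% = PAD4 with RCA probe and DMSO and 100% = probe without PAD4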
Target sequence (Q9UM07 whole entry, looked up): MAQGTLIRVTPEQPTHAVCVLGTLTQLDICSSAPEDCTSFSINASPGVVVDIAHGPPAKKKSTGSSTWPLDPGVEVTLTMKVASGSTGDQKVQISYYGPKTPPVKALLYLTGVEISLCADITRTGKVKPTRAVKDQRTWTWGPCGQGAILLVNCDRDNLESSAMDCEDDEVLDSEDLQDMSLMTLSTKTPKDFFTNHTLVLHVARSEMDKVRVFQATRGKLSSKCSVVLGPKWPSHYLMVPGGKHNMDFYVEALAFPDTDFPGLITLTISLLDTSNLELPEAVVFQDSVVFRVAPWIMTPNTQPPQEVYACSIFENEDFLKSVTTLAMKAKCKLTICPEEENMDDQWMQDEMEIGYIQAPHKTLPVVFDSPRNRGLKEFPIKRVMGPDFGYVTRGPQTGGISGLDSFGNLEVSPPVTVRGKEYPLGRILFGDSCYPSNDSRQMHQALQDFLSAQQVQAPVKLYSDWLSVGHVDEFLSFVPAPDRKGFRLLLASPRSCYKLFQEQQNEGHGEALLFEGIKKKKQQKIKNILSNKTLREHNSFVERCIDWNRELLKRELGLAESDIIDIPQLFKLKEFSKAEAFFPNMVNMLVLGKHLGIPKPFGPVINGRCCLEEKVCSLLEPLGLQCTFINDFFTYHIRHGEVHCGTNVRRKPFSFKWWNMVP
PAFAH1B2 inh: PAFAH1B2 (human) inhibition; P68402; recombinant PAFAH1B2, FP-rhodamine activity probe, fluorescence polarization; inhibition, % at 3.39 µM; 340,000 tested, 1.2% active;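 active means inhibition above the mean of all tested compounds plus 3 SD, cut at about 24% in these data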;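 further: 0% = enzyme with DMSO and 100% = wells lacking PAFAH1B2; many of its hits are not listed in these tables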
PAFAH2 FP inh: inhibitors of human PAFAH2 | 340,000 tested, 0.99% active | Q99487 | inhibition, % at 3.39 µM | recombinant PAFAH2, FP-rhodamine activity probe, fluorescence polarization;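 active means inhibition above the mean over all tested compounds plus 3 SD, cut at about 30% in these data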;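 further: inhibitors block probe labeling of enzyme so polarization drops; 0% = enzyme with DMSO and 100% = wells lacking PAFAH2 protein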
* = called active by the depositor; . = not tested or not shown.

SMILES	LYPLA1 inh	pPAFAH inh	LYPLA2 counter	PAFAH1B3 FP inh	PME-1 primary	GSTO1 counter	PAD4 inh	PAFAH1B2 inh	PAFAH2 FP inh
Cc1ccccc1CS(=O)(=O)CC(O)CN1CCCC1=O (stereo not given)	2	4	5	8	-3	1	-4	1	5
CCc1cc2cc(C)cc(C)c2nc1SCC(=O)N1CCCC1	-1	6	0	2	5	-1	0	2	2
COc1ccc(N2C(=O)C(C)(C)C2c2c(O)ccc3ccccc23)cc1 (stereo not given)	-2	-1	1	3	-11	7	-4	7	9
COc1ccc(C)cc1NC(=O)CN(C)S(=O)(=O)c1cccs1	2	7	0	-2	1	0	-8	3	4
O=C(NC(=S)NCC1CCCO1)c1ccc([N+](=O)[O-])cc1 (stereo not given)	0	8	-3	-3	-1	3	-4	5	-2
CN(C(=O)c1ccccc1Cl)C1CCCCC1	-2	0	-4	3	0	1	-4	1	0
Cc1[nH]c2ccccc2c(=O)c1SC(F)(F)C(F)C(F)(F)F (stereo not given)	-1	0	1	5	-8	5	-1	7	4
Cc1ccc(NC(=O)NC(=O)c2ccccc2)cc1F	4	3	4	5	-1	-5	-3	5	-1
Cc1noc(NS(=O)(=O)c2ccc(NC(=O)c3oc4ccc(Cl)cc4c3C)cc2)c1C	28*	15	25	-1	9	3	-4	3	10
Cc1ccnc(NC(=O)CCC(=O)N(CC(=O)NCCc2ccccc2)c2ccccc2F)c1	1	1	3	1	6	2	-1	-1	3
CC(C)CN(CC(C)C)C1=N/C(=C\c2ccco2)C(=O)N1c1ccccc1	0	10	-6	1	-8	0	-6	6	3
CC(C)(C)NC(=O)C(c1ccc(O)cc1)N(C(=O)CCC(=O)Nc1nccs1)c1ccc(F)cc1 (stereo not given)	-1	-1	-1	9	-1	4	-2	-1	-1
Cc1cc(C)n(C2CC(=O)N(c3ccccc3)C2=O)n1 (stereo not given)	1	6	1	6	5	-1	-4	-4	3
O=C(N/N=C/c1ccc(Sc2nc3ccccc3[nH]2)o1)c1ccncc1	-5	2	2	-8	-28	0	-2	-5	0
CCOC(=O)C1(Cc2ccc(OC)cc2)CCN(C(=O)CN2CCN(CC)CC2)CC1	0	-4	0	1	-1	0	-4	-1	-7
CC(=O)c1c(C)n(-c2ccccc2)c2ccc(O)cc12	0	6	2	7	6	-6	5	4	-9
CCC(C)NS(=O)(=O)c1ccc(OCC(=O)NCc2cccnc2)cc1 (stereo not given)	2	13	1	10	2	-15	0	3	-4
Oc1cccnc1SCc1ccccc1	2	5	6	8	3	2	-2	-1	-4
COc1ccc(-n2c3c(cc(C(=O)NCc4ccco4)c2=O)C(=O)CC(C)(C)C3)cc1	-3	-3	0	10	-6	-6	5	2	4
O=C(COC(=O)Cn1cnc2ccccc21)Nc1cccc(S(=O)(=O)N2CCOCC2)c1	2	2	-3	7	-2	-4	-1	4	2
Cn1c(SCC(=O)c2ccc(F)cc2)ncc(C(=O)Nc2ccccc2)c1=O	-3	-2	-6	1	8	1	1	-2	2
Cc1ccc(S(=O)(=O)N2CCSC2=Nc2ccccc2)cc1	-4	5	-3	.	7	8	1	.	.
Cc1ccc(C(=O)NNC(=O)C2CCCN(c3ncccn3)C2)cc1 (stereo not given)	0	-2	3	-12	-2	7	6	0	0
COc1ccc(F)c(CN2CCCC(CNS(=O)(=O)c3cccc4cccnc34)C2)c1 (stereo not given)	-4	5	-1	1	5	-2	1	4	-2
CC1(C(=O)O)C=CCN1C(=O)c1ccccc1 (stereo not given)	4	6	3	-1	2	-13	-3	7	7
COc1ccc(-c2cc(-c3cccs3)c(C#N)c(SCC(=O)NCc3ccco3)n2)cc1	-4	0	-7	-10	-1	-11	3	-6	-29
O=C(Cn1cnc2c(oc3nc4c(cc32)CCCC4)c1=O)Nc1ccccc1	3	0	5	6	-13	1	-2	0	5
Cn1c(=O)oc2cc(S(=O)(=O)N3CCC(C(=O)NCC4COc5ccccc5O4)CC3)ccc21 (stereo not given)	1	1	8	0	-2	5	1	0	0
Cc1cc(N2CCN(C(=O)Nc3ccc(F)cc3F)CC2)c2ccccc2n1	-6	0	8	6	0	7	7	5	3
O=C(CN1C(=O)NC2(CCCC2)C1=O)OCc1ccccc1	3	4	6	6	-1	.	6	6	3

Structural class, the entries above containing a thiophene ring, fused or not (2)
SMILES	LYPLA1 inh	pPAFAH inh	LYPLA2 counter	PAFAH1B3 FP inh	PME-1 primary	GSTO1 counter	PAD4 inh	PAFAH1B2 inh	PAFAH2 FP inh
COc1ccc(C)cc1NC(=O)CN(C)S(=O)(=O)c1cccs1	2	7	0	-2	1	0	-8	3	4
COc1ccc(-c2cc(-c3cccs3)c(C#N)c(SCC(=O)NCc3ccco3)n2)cc1	-4	0	-7	-10	-1	-11	3	-6	-29

Following part
SMILES	LYPLA1 inh	pPAFAH inh	LYPLA2 counter	PAFAH1B3 FP inh	PME-1 primary	GSTO1 counter	PAD4 inh	PAFAH1B2 inh	PAFAH2 FP inh
O=C(CN1Cc2ccccc2C1=O)Nc1ccc2c(c1)OCCO2	1	-3	2	5	1	6	-3	3	-4
CCCCn1c(N)c(N(Cc2ccccc2OC)C(=O)c2cc(CC)c(C)s2)c(=O)[nH]c1=O	-5	-2	-11	0	5	.	-2	-4	-5
CCOC(=O)CNC(=O)CSc1nc2ncc(Br)cc2[nH]1	0	6	-4	9	-4	4	-6	-1	-7
C/C(=N\NC(=O)c1cc(C)nc2ccccc12)c1ccc([N+](=O)[O-])cc1	-4	1	-2	0	7	-2	-6	6	5
O=c1oc(CCO)cc2ccccc12	.	0	.	7	.	.	0	-3	1
COc1cc(OC)c(C(=O)NCc2ccc3c(c2)OCO3)cc1OC	2	2	3	1	-2	7	-1	0	2
Cc1ccc2nc(SCC(=O)c3ccccc3)nc(=O)n2c1	-1	1	-2	1	-5	13	-2	5	6
CC1CCN(c2cc(N3CCC(C)CC3)c([N+](=O)[O-])cc2/C=C(\C#N)c2nn(-c3ccccc3)c(N)c2C#N)CC1	-2	1	3	-2	-4	1	-5	-2	-6
O=C(NC1CCCCCC1)C(=S)NCc1ccccc1	-2	-2	6	7	-4	4	-3	3	-3
COc1ccc(OC)c(CNC(=O)C2CCC(=O)N2C(C)C)c1 (stereo not given)	5	6	0	4	-4	0	0	1	-1
CCOc1ccc(NC(=O)CC(=O)Nc2ccc(OCC)cc2)cc1	-2	3	-3	9	-2	-5	-6	4	-1
Cc1ccc(C(C2=C(O)CC(C)(C)CC2=O)C2C(=O)CC(C)(C)CC2=O)s1 (stereo not given)	-2	-6	-3	6	-2	12	-5	9	7
Cc1ccccc1NC(=S)NCc1cccs1	1	3	6	1	-2	4	0	-2	4
CCc1ccc(C2=NN(C(=O)CCC(=O)O)C(c3cccs3)C2)cc1 (stereo not given)	3	5	10	6	1	3	1	1	1
CCCCc1ccc(NC(=S)NCc2ccc(OC)cc2)cc1	-7	-5	-5	3	2	-2	-3	2	-9
CC(=O)/C(=N\Nc1cccc(Cl)c1)Sc1cccc2cccnc12	0	7	8	12	-5	-3	-1	1	1
COc1ccc(OC)c(CN2CCCC(C(=O)N3CCCCC3)C2)c1 (stereo not given)	-2	5	8	-4	3	-3	0	4	-1
CN(CC(=O)Nc1ccccc1Cl)C(=O)CN1C(=O)NC(c2ccccc2)(c2ccccc2)C1=O	0	-4	3	4	0	.	1	-4	-1
COc1ccc(S(=O)(=O)N2CCN(C(=O)CCOc3ccccc3)CC2)cc1OC	1	3	-1	9	5	.	-1	-3	-2
COc1ccccc1CNC(=O)CCN1C(=O)COc2ccccc21	0	-4	9	8	2	8	-3	3	0
OCCNCCCOc1ccc(Cl)cc1Br	-4	1	-2	8	2	1	-1	3	-4
Cc1cc(F)ccc1S(=O)(=O)N1CCCOC1CNC(=O)C(=O)NC1CC1 (stereo not given)	-1	-3	-1	8	2	-1	0	0	0
COc1ccc(OCc2cc(C(=O)NCC(C)Oc3cccnc3)no2)c(Cl)c1 (stereo not given)	-5	4	-2	8	-3	0	1	8	-1
CCOc1ccc(/C=C\c2nc(O)c([N+](=O)[O-])c(=O)[nH]2)cc1OCC	-1	5	0	4	4	-4	1	7	-4
CCCCc1nc2ccccc2c(NC(=O)CN2CCN(C)CC2)c1CCC	-1	10	10	5	0	-5	-3	4	4
COc1ccccc1NS(=O)(=O)N(C)C	-5	-3	2	-6	4	7	0	8	0
O=C(O)c1ccccc1Sc1ncnc2sc3c(c12)CCC3	-3	1	-8	3	-7	8	2	1	1
O=C(NCc1ccc2c(c1)OCO2)c1ccc(-c2ccc(Cl)cc2)o1	-19	-4	-25	2	-29	-11	-5	-7	-9
Cc1ccc(NS(=O)(=O)c2ccc3c(c2)n(C)c(=O)n3C)cc1	-1	14	3	4	6	16	2	-2	0
COC(=O)C1=C(C)N(Cc2ccccc2)C(=NCc2cccc(C(F)(F)F)c2)N[C@H]1c1cccc(C(F)(F)F)c1	.	0	.	4	.	.	2	4	-9
COc1cccc(-c2nc(CS(=O)(=O)CC(=O)NCc3ccccc3)c(C)o2)c1	-1	-5	-5	3	1	2	2	4	-1
CS(=O)(=O)c1ccc(Cl)c(NC(=O)COC(=O)CNC(=O)c2ccccc2)c1	2	3	-1	7	1	-1	-2	9	10
Cc1cc(C(=O)N2CCN(c3ccc([N+](=O)[O-])cc3)CC2)co1	5	1	12	-2	-1	-2	5	2	-6
Cc1nc(-c2ccc(Br)cc2)ccc1C(=O)O	2	3	2	2	0	0	2	2	-4
Cc1cccc(SCC(=O)Nc2ccccc2[N+](=O)[O-])c1	4	8	1	1	2	5	1	3	1
COc1ccccc1-n1cnnc1SCC(=O)Nc1cccnc1Cl	1	-3	1	5	-5	8	0	4	3
CC(C)CCNC(=O)NC(=O)COc1c(F)c(F)cc(F)c1F	3	3	5	-2	0	4	4	0	-1
Oc1ccc(C2Nc3cccc4cccc(c34)N2)c(O)c1	3	2	18	36*	64*	3	-4	17	-5
N#C/C(=C/c1cc[nH]c1)C(N)=S	2	9	-2	8	0	10	1	5	0
COc1ccc(Cc2nn3c(-c4cc(OC)c(OC)c(OC)c4)nnc3s2)cc1	-2	6	-4	4	-1	-2	-1	4	0
CC(=O)Nc1ccc(S(=O)(=O)Oc2ccc(/C=N/NC(=O)c3ccc(Cl)cc3)cc2)cc1	-35	-4	-74	-20	-20	-21	-5	0	-15
COc1ccc2cc3cc(C(=O)NCc4ccco4)oc3nc2c1	-5	4	5	8	-12	-9	-5	5	2
CN(C)S(=O)(=O)c1cccc(NC(=O)c2cc(-c3cccs3)nn2-c2cccc(Cl)c2)c1	-9	11	-20	-7	-14	-9	-6	-6	-5
CCc1noc(C)c1C(=O)Nc1nc(-c2ccc(OC)cc2OC)cs1	-2	2	-3	6	-1	-8	4	2	0
Cc1nnc(SCC(=O)NCc2ccco2)n1Cc1ccccc1	-4	0	-7	-1	0	5	-2	-1	1
CC(OC(=O)c1cc[n+]([O-])cc1)C(=O)Nc1ccc(C(N)=O)cc1 (stereo not given)	1	-2	5	7	2	.	-4	-1	6
O=C1COc2ccc(S(=O)(=O)N3CCCCCC3)cc2N1	-3	5	2	4	1	0	0	10	6
CC(=O)N1CC(C)Sc2ccc(S(=O)(=O)N3CCCCC3)cc21 (stereo not given)	0	3	2	10	-1	2	1	2	-2
CC(C(=O)N1CCc2ccccc21)N1CCN(Cc2ccc(Cl)cc2)CC1 (stereo not given)	0	-2	-7	0	3	12	-1	3	11
COc1ccc(-n2c(C)cc(C(=O)CN3CCC(C)CC3)c2C)cc1	-3	1	4	4	-5	7	-1	-1	-3

Some of the compounds tested; the hit share may differ from the screen's.
